Screening results from PubChem BioAssay.
MOR-DOR ag = agonists of human mu-delta opioid receptor heterodimerization; actives 0.3% (n = 340,000); cells, OPRM1-OPRD1 heterodimerization, luminescence; activation, % at 9.3 µM; AID 504326; in the data active = activation above about 18%;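 note: 0% = vehicle-treated cells and 100% = reference agonist; values of inactives mirror those of a sister screen read the other way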
Target sequence (P35372 whole entry, looked up): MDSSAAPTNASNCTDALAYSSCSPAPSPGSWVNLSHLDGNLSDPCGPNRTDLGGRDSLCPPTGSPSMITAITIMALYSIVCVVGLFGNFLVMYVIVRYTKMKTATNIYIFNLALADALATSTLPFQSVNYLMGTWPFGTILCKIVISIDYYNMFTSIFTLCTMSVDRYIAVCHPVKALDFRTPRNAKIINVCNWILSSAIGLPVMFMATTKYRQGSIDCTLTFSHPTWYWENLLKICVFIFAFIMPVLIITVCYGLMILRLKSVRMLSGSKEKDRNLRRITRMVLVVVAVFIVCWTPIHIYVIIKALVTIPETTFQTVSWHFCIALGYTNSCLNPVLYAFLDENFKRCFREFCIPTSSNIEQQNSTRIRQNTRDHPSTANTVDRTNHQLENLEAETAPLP
Target sequence (P41143 whole entry, looked up): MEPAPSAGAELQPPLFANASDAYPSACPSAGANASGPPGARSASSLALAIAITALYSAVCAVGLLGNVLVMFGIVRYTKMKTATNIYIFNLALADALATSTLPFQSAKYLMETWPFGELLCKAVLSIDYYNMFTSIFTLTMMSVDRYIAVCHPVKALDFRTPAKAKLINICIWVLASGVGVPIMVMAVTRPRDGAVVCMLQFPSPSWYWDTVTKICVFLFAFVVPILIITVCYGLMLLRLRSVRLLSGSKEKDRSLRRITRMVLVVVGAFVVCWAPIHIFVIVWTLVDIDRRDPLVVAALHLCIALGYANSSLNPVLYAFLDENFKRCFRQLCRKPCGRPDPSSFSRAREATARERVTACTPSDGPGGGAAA
E coli growth = bacterial growth inhibition, counter-screen for AddAB inhibitors. inhibition, % at 11.9 µM. actives 0.27% (n = 330,000). AID 449728. E. coli V3065 growth, OD600 absorbance, 18 h;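 active = inhibition above the campaign's mean inhibition across all tested compounds plus 3 SD, cut at about 9.9% in these data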;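 note: uninfected addAB+ strain grown without phage in ampicillin broth; 0% = DMSO wells and 100% = ciprofloxacin 0.95 µg/ml wells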
PKA-R1A act = PKA-R1A complex activation. P00514+P68181. PKA-R1A dissociation, Cy5-IP20 fluorescence polarization; scaled: DMSO 0%, 113 µM cGMP 100%. activation, % at 11.4 µM. actives 0.083% (n = 340,000). AID 504707;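 active = percent activation above the mean of all tested compounds plus 3 SD, cut at about 19% in these data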;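 note: higher means more PKAc released from R1A so a rise in polarization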
PfHsp90 set2 = growth inhibition of yeast expressing Plasmodium Hsp90; AID 504621; inhibition, % at 9.4 µM; actives 0.32% (n = 310,000); S. cerevisiae expressing PfHsp90, BacTiter-Glo ATP, 48 h; yeast lacking PDR1 and PDR3 efflux regulators;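 active = every replicate shows inhibition above about 80%, whatever the replicate mean, limit read from the data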;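 note: 0% = DMSO neutral controls and 100% = 20 µM radicicol positive controls; yeast relying on Plasmodium falciparum Hsp90 in place of its own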
Arr AP2 block = inhibitors of human beta-arrestin and AP2 interaction; FITC-arrestin peptide / GST-AP2 beads, flow cytometry; AP2 beta2 appendage carries R879A mutation; inhibition, % at 10 µM; actives 0.31% (n = 340,000); AID 504490;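 active = inhibition above a set limit, near 3 SD of compounds lacking own fluorescence, cut at about 54% in these data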;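 note: plate controls were DMSO wells for no effect and 5 µM unlabelled arrestin peptide for full effect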
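Assay system: GST-AP2 R879A bound to glutathione beads, E. coli-expressed; Medium: PBS with 0.05% Tween 20 and 0.1% BSA; Also added: fluorescein-tagged arrestin peptide at 50 nM final; Timing: 12 min plus 1 h, RT; Measured by: flow cytometry, FL1 (488/535 nm); Evaluation: percent drop in bead-associated FITC signal.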
Mot1-301 SUMO = blocks SUMOylation pathway, rescuing yeast Mot1-301 growth; AID 2716; actives 1% (n = 320,000); growth rescue, % at 18.8 µM; S. cerevisiae Mot1-301 growth rescue, ATP luminescence, 38.5C; percent above DMSO median, 100 means doubled;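 active = every valid replicate shows activation above 250% relative to neutral control wells; inactive = the rest, any valid replicate at or below 250%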;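 note: OY570 slx delta 5 strain wells were the positive control but not used for scaling; some compounds called inactive have numbers as strong as hits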
Tat export inh = blocks Tat-dependent protein export in E. coli | E. coli MC4100 TorA-mCherry Tat export, fluorescence | actives 0.036% (n = 340,000) | AID 488895 | inhibition, % at 10 µM;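 active = mean replicate inhibition at least 50% and at least half of replicates individually reaching 50%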;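 note: exported cargo escapes ClpAP degradation while cytoplasmic cargo is degraded and loses fluorescence; 0% = median of neutral control wells and 100% = median of NaSCN control wells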
OPRM1-OPRD1 inv = mu-delta opioid heterodimer inverse agonism; P35372+P41143; cell-based MOR-DOR heterodimer luminescence; inhibition, % at 9.3 µM; actives 0.21% (n = 340,000); in the data active = inhibition above about 22%, passing the limit was not always enough;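 note: 0% = cells with DMSO and 100% = wells without cells with DMSO; values of inactives mirror those of a sister screen read the other way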
AddAB inh = less growth of phage-infected E. coli with AddAB; actives 0.29% (n = 330,000); AID 435030; inhibition, % at 11.9 µM; E. coli expressing H. pylori AddAB, absorbance growth; in the data active = inhibition above about 12%;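 note: 0% = vehicle wells of infected cells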
Pemphigus Ab inh = inhibitors of pemphigus antibody binding to human desmoglein-3; DSG3-coupled beads, scFv-anti-DSG3-GFP binding, flow cytometry; stronger effect = lower value; P32926; binding (percent of control), % at 10 µM; actives 0.48% (n = 310,000); AID 588358;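 active = binding more than 3 SD below its plate's average and above zero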;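 note: hits lower antibody fragment binding to DSG3; some compounds called inactive have numbers as strong as hits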
phage Ecoli inh = E. coli growth loss with phage present. AID 651602. actives 0.26% (n = 360,000). inhibition, % at 11.9 µM. growth absorbance; in the data active = inhibition above about 11%
The depositor's hits bear a star; x = not tested or not shown.

Results follow in this order: MOR-DOR ag	E coli growth	PKA-R1A act	PfHsp90 set2	Arr AP2 block	Mot1-301 SUMO	Tat export inh	OPRM1-OPRD1 inv	AddAB inh	Pemphigus Ab inh	phage Ecoli inh
> O=C(Nc1ncc(Cc2ccccc2Cl)s1)c1ccc(-c2cccc([N+](=O)[O-])c2)o1
→ 0.2	0.2	-16	-10	3	4	4	-1	2.0	101	2.2
> CCOC(=O)C1(C(F)(F)F)N=C(C(F)(F)F)Nc2cc(C)c(C)cc21 (stereo unspecified)
→ -0.6	-0.5	-8	-7	5	-23	-9	3	3.1	x	1.7
> C=CCNC(=O)/C(=C/c1cccc([N+](=O)[O-])c1)NC(=O)c1ccccc1
→ -1.5	0.6	0	-37	-1	-8	-5	8	7.2	103	2.0
> C/C(N)=C(/C#N)C(=O)CSc1nnc(NC(C)C)s1
→ -2.1	-0.9	-7	10	1	-4	-2	12	0.3	103	1.7
> O=C(CN1CCCCC1)N1CCN(c2ccccc2)CC1
→ -0.7	-3.4	-3	-12	11	15	18	3	-2.5	97	-0.9
> Cn1c(CNC(=O)CNC(=O)Cc2ccccc2)cc(=O)n(C)c1=O
→ -2.1	0.9	3	-2	3	8	-10	11	3.0	87	-2.4
> Cc1c(C(=O)O)sc2nc(C)n(C)c(=O)c12
→ 1.4	-0.7	10	-24	7	-11	-3	-9	0.8	102	3.4
> COC(=O)c1ccc(C2c3c(n[nH]c3C)C(=O)N2c2ccc(C)cc2)cc1 (stereo unspecified)
→ -0.2	-2.0	7	-24	3	-13	4	1	-1.7	98	4.0
> O=c1c2ccccc2ncn1-c1ccccc1C(F)(F)F
→ 0.6	-2.6	-11	-6	-10	-11	-1	-4	1.2	87	2.8
> Cc1cccc(CCNC(=O)C2CCC(=O)N(Cc3ccccc3F)C2)n1 (stereo unspecified)
→ -2.2	0.9	0	-8	9	9	0	11	-0.4	100	2.9
> Fc1ccc2c(c1)C(c1cccnc1)=NNC(c1cccs1)=N2
→ -1.5	0.9	-5	-16	15	11	-2	8	2.1	97	0.9
> CC(Sc1nnc(-c2ccccc2Br)o1)C(=O)N1CCOCC1 (stereo unspecified)
→ -1.4	-0.7	5	16	21	-23	-4	5	-0.7	105	2.7
> COc1cc(NC(=O)COC(=O)Cc2ccc(-c3ccccc3)cc2)cc(OC)c1
→ 4.2	0.3	-7	4	-3	8	-4	-24	1.5	108	2.4
> O=[N+]([O-])c1cccc(-c2noc3c2-c2nc(Cc4cccc5ccccc45)sc2CC3)c1
→ -1.5	-4.2	-5	x	46	-10	-10	8	-1.8	94	1.9
> O=C(COc1ccc(Cl)cc1)NCCCNC(=O)c1ccncc1
→ -1.5	-0.3	-3	-27	-4	-1	2	9	2.3	x	2.8
> Cc1ccc(-c2ccc(=O)n(Cc3ccc(F)cc3)n2)cc1
→ 4.0	-1.0	-3	-31	20	1	4	-18	-0.8	100	-0.6
> CCc1cc(SC#N)cc(CC)c1NC(=O)CCl
→ 0.6	-1.7	-11	-2	2	-3	-2	-3	-1.1	100	0.1
> CN(CC(=O)Nc1ccc(OC(F)(F)F)cc1)C(=O)Cc1ccc2c(c1)CCC2
→ 3.1	0.7	-4	16	1	10	-3	-12	0.0	106	1.2
> O=C(Nc1ccccc1N1CCOCC1)C1=NN(c2ccccc2)C(=O)CC1
→ -0.6	x	0	9	2	x	-7	4	x	99	1.3
> NCCCC[C@@H]1NC(=O)[C@H](CCC(=O)O)NC(=O)c2cc([N+](=O)[O-])cc(I)c2SC[C@@H](C(=O)NCC(N)=O)NC1=O
→ -0.4	1.4	-2	11	-1	27	21	2	5.5	108	0.2
> COc1ccccc1/C=C(/C(=O)OCC(=O)Nc1ccc(N(C)C)cc1)c1ccccc1
→ -0.3	-2.9	-12	5	12	1	-2	2	2.5	x	2.4
> COC(=O)C1=C(C)Nc2c(c(=O)n(C)c(=O)n2C)C1c1cccnc1 (stereo unspecified)
→ -1.0	1.6	6	12	13	-20	-5	5	-2.9	111	0.9
> CC1CCCC(NC(=O)COC(=O)COc2ccc(Br)cc2)C1C (stereo unspecified)
→ 4.6	-1.7	-8	-1	-3	-3	4	-18	0.7	104	3.5
> CC1C(Br)C(=O)NC(=O)N1Cc1ccccc1 (stereo unspecified)
→ -1.4	0.3	4	-20	3	-20	0	7	0.9	108	0.2
> CCOC(=O)c1c(C)n(C)c2ccc(OCC(O)CN3CCCCCC3)cc12 (stereo unspecified)
→ -0.7	0.2	-12	21	-2	-22	-2	4	2.9	107	0.2
> CC(=O)n1cc([C@@H]2C=C(C(=O)N3CCOCC3)O[C@H](OCc3ccc(CO)cc3)C2)c2ccccc21
→ -1.4	1.4	-3	6	-2	5	0	8	0.3	103	-0.6
> Cc1ccc(-c2noc(CCC(=O)NCC3CCN(Cc4cccc(C)c4)CC3)n2)cc1
→ 3.5	-0.5	5	x	28	2	7	-16	1.5	100	5.3
> COc1ccc(NC(=O)Cn2nnc(C(=O)NCCc3ccc(OC)c(OC)c3)c2N)c(OC)c1
→ 0.2	-0.1	-8	12	1	9	0	-2	0.5	110	5.0
> CCn1c(SCC(=O)N2CCCC(C)C2)nnc1-c1ccc(S(=O)(=O)N2CCN(C)CC2)cc1 (stereo unspecified)
→ -1.2	-0.5	-7	33	-3	2	-4	6	1.0	99	2.5
> CC(=O)Nc1ccc(CN2CCC(Oc3ccc(C(=O)N4CCCC4)cc3)CC2)cc1
→ 3.6	-0.9	0	3	1	-1	24	-19	0.2	105	2.6
> CCCOc1ccc(N2CC(C(=O)Nc3ccccc3F)CC2=O)cc1 (stereo unspecified)
→ 0.3	0.6	-4	1	4	x	-4	-2	1.4	103	4.9
> Cc1cccc(Nc2nc(-c3cccs3)cs2)n1
→ 4.6	2.2	-3	0	20	-12	-2	-25	2.5	107	3.0
> Cc1ccccc1OCCC(=O)OCC(=O)NCCc1ccccc1
→ 0.5	-0.7	-6	-4	38	-9	7	-3	-0.6	-14	3.8
> Cc1cccc(N2CCN(C(=O)C3CC(=O)N(c4ccc5c(c4)OCCO5)C3)CC2C)c1 (stereo unspecified)
→ -1.0	-0.5	-1	7	-3	-1	1	4	-0.5	x	6.1
> COc1cc2c(cc1OC)CN(c1nc(CN3CCCC3)nc3sc(C)c(C)c13)CC2
→ -3.9	-1.0	-10	5	-8	-20	1	18	-4.6	x	-0.2
> O=C(CN1C(=O)C2CCCCC2C1=O)Nc1nc(-c2ccccn2)cs1 (stereo unspecified)
→ -2.5	-9.4	-6	-3	5	-2	1	14	-4.4	103	0.1
> C=CCn1cc(C(=O)N2CCN(c3ccccc3)CC2)c(=O)c2cc(S(=O)(=O)N3CCCC3)ccc21
→ -2.1	-0.8	8	-29	37	117	2	10	2.7	101	-0.3
> CN1Cc2c(N3CCOCC3)nc3sc(C#N)c(N)c3c2CC1(C)C
→ -0.7	-0.2	16	1	-15	-9	6	4	2.7	111	-0.2
> Cc1ccc(C)c(S(=O)(=O)N2CCCOC2CNC(=O)C(=O)NCc2ccco2)c1 (stereo unspecified)
→ -1.3	-3.3	0	-19	22	-4	-4	7	2.9	x	-0.9
> Cc1nn(CC(=O)Nc2ccc(C(=O)N(C)C)cc2)c(=O)c2ccccc12
→ -2.6	-2.8	-5	-30	-9	7	3	13	2.1	91	3.4
> COc1ccc2c(=O)c(-c3ccccc3)c(C)oc2c1
→ -2.7	2.1	8	x	8	14	5	12	1.9	104	4.8
> COc1ccccc1N1CCN(C(=O)c2cc(S(=O)(=O)N3CCCCC3)ccc2C)CC1
→ -0.7	-2.4	-9	1	5	11	-3	3	-3.9	125	1.5
> COc1ccc(-n2nnnc2SCC(=O)c2ccc(O)c(O)c2)cc1
→ 0.6	-3.0	1	-24	8	13	0	-4	9.1	101	7.3
> CCC(C)c1ccc(NC(=O)c2ccco2)cc1 (stereo unspecified)
→ -1.1	x	1	-28	-11	13	-1	6	x	111	1.6
> CC1(C(=O)OCC(=O)Nc2cccc(S(=O)(=O)NC3=NCCCCC3)c2)CC1(Cl)Cl (stereo unspecified)
→ -1.7	-0.3	3	-13	41	13	0	8	1.5	100	1.7
> COCCNC(=O)C(OC(=O)c1ccco1)c1ccccc1Cl (stereo unspecified)
→ -1.1	1.5	-6	-4	3	-6	-13	5	2.2	95	1.0
> CSC1=NC(=O)/C(=C/c2ccc(SC)cc2)S1
→ -2.5	3.0	-1	x	24	55	-7	12	6.7	110	3.2
> COc1ccc2oc(C(=O)NC3CCCCC3)c(C)c2c1
→ 0.6	4.9	-3	-15	0	-6	-10	-3	-0.3	102	0.1
> O=C(NCC1CCCO1)c1ccc2nc(N3CCCCC3)sc2c1 (stereo unspecified)
→ -0.4	-1.3	9	5	1	9	3	2	0.2	99	-0.5
> Cc1c(N)cc(C(=O)N2CCOCC2)cc1[N+](=O)[O-]
→ -2.3	-3.2	-10	12	4	4	0	12	-0.2	98	-0.2
> COc1ccc(S(=O)(=O)N(C)C[C@H]2Oc3c(NC(=O)NC(C)C)cccc3C(=O)N([C@H](C)CO)C[C@@H]2C)cc1
→ -1.7	-0.4	-10	2	2	0	-6	8	2.9	104	1.2
> CCOc1cc(/C=C2\C(=O)N(Cc3ccco3)C(C)=C2C(=O)OC)ccc1O
→ 1.1	-0.1	-6	0	6	-2	19	-6	1.5	106	2.7
> COc1ccc(-c2nn(CCC(=O)O)cc2/C=N/NC(N)=S)cc1
→ -0.1	-2.1	0	0	1	4	6	0	-1.0	141	73*
> CCOc1ccc(C2C(C#N)=C(N)N(N(C)C)C3=C2C(=O)CC(C)(C)C3)cc1 (stereo unspecified)
→ -2.0	-2.8	-6	11	41	3	-7	9	-0.2	99	3.1
> COc1ccc(OCCCC(=O)Nc2cc(S(=O)(=O)N3CCCCC3)ccc2C)cc1
→ 1.2	-0.3	-12	4	13	-3	7	-5	-0.4	102	-1.3
> COc1ccc(C(=O)N2CCN(c3c(C)cccc3C)CC2)cc1OC
→ -1.0	0.0	8	x	25	-20	11	5	4.6	107	2.4
> C#CCOCCOCCOCCNc1nc(N2CCOCC2)nc(N2CCN(C(=O)[C@H](Cc3ccc(O)cc3)n3cc(CCO)nn3)CC2)n1
→ -2.2	x	3	2	1	x	-5	12	x	104	2.6
> CCc1nnc(NS(=O)(=O)c2ccc(NC(=O)c3ccccc3)cc2)s1
→ -2.4	0.6	-8	5	19	10	0	12	2.8	85	0.8
> Cc1cc(NC(=O)c2ccccc2)nc2c1c(=O)oc1ccccc12
→ 0.6	2.3	10	-5	2	22	3	-3	1.9	99	4.7
